High-throughput results deposited in PubChem by several laboratories.
Vif imaging – inhibitors of HIV Vif; HEK293T cells, Vif self-association by quenched fluorescence, imaging, 24 h; actives 0.35% (n = 340,000); AID 602346; inhibition, % at 7.49 µM; in the data active = inhibition above about 50%, passing the limit was not always enough; inconclusive = no clear call, values can overlap the other calls; inactive = below about 31%; also: some results filed as inactive read as strong as hits
aDG glyco up – increases alpha dystroglycan glycosylation; Pro5-aDG cells, alpha-DG glycosylation AlphaScreen (IIH6); 0% Pro5, 100% B10-LARGE cell signal; activation, % at 10 µM; actives 0.22% (n = 360,000); AID 624168;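 active = activation of at least 8% versus controls, or a plate z-score of at least 8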;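 also: Pro5 are CHO cells carrying HIG-tagged alpha-DG that lacks glycosylation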
CaV13 ICDI inh – Disruptors of the CACNA1D IQ motif to Ca2+-dependent inactivation inhibitor domain association, primary screening, Förster resonance energy transfer in intact living …; inhibition, % at 12.3 µM; AID 743397; actives 0.098% (n = 340,000); HEK cells, CFP/YFP FRET ICDI-IQ, plate reader, 10 min; percent FRET-ratio fall versus neutral wells;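 active = mean replicate inhibition of at least 30% and at least 1% of replicates passing that level; inconclusive = only one of the two criteria is met; inactive = neither criterion is met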;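 also: 0% = median of the neutral control wells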
PDI inh – PDI (human) enzyme inhibition. PDI insulin aggregation turbidity, A650, 90 min. P07237. inhibition, % at 10 µM. actives 0.052% (n = 350,000);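 active = mean inhibition across replicates of 30% or more, whatever share of single replicates reach that level; inconclusive = mean inhibition below 30% while every single replicate reaches 30%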;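 also: absorbance from insulin aggregation driven by PDI reduction with DTT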
Target sequence (P07237 whole entry, looked up): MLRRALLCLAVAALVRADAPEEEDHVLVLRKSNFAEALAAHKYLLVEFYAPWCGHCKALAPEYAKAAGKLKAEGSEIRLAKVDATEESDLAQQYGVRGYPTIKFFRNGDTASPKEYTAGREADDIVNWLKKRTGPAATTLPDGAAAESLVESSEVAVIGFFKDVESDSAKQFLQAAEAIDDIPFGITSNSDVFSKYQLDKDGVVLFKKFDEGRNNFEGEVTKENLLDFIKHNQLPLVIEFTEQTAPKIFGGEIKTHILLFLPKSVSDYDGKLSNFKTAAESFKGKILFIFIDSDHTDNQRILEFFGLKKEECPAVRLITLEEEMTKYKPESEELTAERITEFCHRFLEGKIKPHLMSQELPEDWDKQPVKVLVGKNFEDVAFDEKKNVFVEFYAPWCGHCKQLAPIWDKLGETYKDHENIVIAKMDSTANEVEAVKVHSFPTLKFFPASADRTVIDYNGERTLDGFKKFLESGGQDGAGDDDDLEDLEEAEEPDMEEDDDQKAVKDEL
m5-HT2A agonist – mouse HTR2A agonism via beta-arrestin recruitment | AID 624169 | actives 0.66% (n = 360,000) | CHO-K1 mHTR2A beta-arrestin complementation, luminescence; percent of 30 µM serotonin response | activation, % at 7.6 µM | P35363;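 active = activation above a run cutoff, the mean activation of all tested compounds plus 3 SD, cut at about 14% in these data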;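 also: 0% = plate median of compound wells and 100% = 30 µM serotonin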
Target sequence (P35363 whole entry, looked up): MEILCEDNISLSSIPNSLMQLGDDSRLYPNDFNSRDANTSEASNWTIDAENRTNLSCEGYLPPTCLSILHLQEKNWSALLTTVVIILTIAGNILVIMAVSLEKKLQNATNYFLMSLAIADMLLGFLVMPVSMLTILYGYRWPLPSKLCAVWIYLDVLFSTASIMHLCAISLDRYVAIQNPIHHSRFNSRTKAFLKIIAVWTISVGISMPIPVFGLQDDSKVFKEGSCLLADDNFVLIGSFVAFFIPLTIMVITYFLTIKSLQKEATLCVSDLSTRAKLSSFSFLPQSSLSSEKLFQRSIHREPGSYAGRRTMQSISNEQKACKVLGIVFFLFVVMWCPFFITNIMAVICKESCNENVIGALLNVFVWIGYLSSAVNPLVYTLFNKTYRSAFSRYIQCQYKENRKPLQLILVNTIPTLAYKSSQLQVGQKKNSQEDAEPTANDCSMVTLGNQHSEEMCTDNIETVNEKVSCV
ABCB6 inh 2 – blocks the human ABCB6 transporter; K562-ABCB6 porphyrin accumulation, flow cytometry, 1 h; stronger effect = lower value; actives 0.19% (n = 360,000); Q9NP58; fluorescence ratio to DMSO, % at 10 µM;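 active = fluorescence ratio to DMSO below 75%, the collection mean minus 3 SD; inconclusive = too few cells collected in the well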;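 also: signal is porphyrin accumulated inside mitochondria; 100% equals median channel fluorescence of DMSO control wells; lower ratio means ABCB6 inhibition with less porphyrin fluorescence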
N-glyco inh – blocks N-linked glycosylation in D54 reporter cells | reporter increase, % at 12.5 µM | actives 0.23% (n = 360,000) | D54 ERlucT glycosylation luciferase reporter, 24 h; percent of 100 nM tunicamycin response | AID 588692;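 active = mean luciferase reporter signal, scaled so untreated is 0 and the glycosylation-blocking control 100, at or above a set limit in every replicate; inconclusive = mean reaches the limit but not every replicate does; inactive = mean below the limit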;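 also: luciferase carries N-glycosylation sites so blocking glycosylation raises the light; 0% = median of neutral control wells and 100% = median of 100 nM tunicamycin wells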
MC4R antagonist – antagonists of human melanocortin 4 receptor (MC4R); inhibition, % at 6.5 µM; AID 540295; MC4R-expressing cells, MTII-stimulated cAMP, LANCE TR-FRET; actives 0.48% (n = 360,000);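 active = inhibition above its plate's cutoff, the mean of tested wells on that plate plus 3 SD, cut at about 29% in these data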;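 also: 0% = Melanotan II alone and 100% = Melanotan II plus saturating MCL0020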
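Material: human MC4R-expressing U2OS cells. Probe or stimulus: Melanotan II challenge. Dosing: 6.5 µM single dose. Times: 30-min compound, 1-h challenge, 1-h detection, room temperature. Technique: TR-FRET with Eu-cAMP and labeled anti-cAMP, 671 nm. Replication: singlicate.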
Cardio protect – modulators protecting cardiomyocytes from myocardial damage; H9c2 cardiomyocytes, H2O2 injury protection, ATPLite, 2 h; protection from H2O2 cell death, % at 20 µM; actives 0.63% (n = 360,000);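 active = compounds giving at least 50% protection of heart cells from peroxide-induced death in the single-dose screen, raw or plate-pattern-corrected value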;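 also: 0% = DMSO wells with peroxide and 100% = DMSO wells without peroxide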
MC4R barr agon – human MC4R agonism via beta-arrestin | activation, % at 8.9 µM | AID 540308 | U2OS MC4R beta-arrestin complementation, luminescence; percent of melanotan II response, DMSO zero | P32245 | actives 0.98% (n = 360,000);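 active = activation above a per-plate cutoff, the mean activation of sample wells on that plate plus 3 SD, cut at about 8% in these data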
Starred values were filed as active, the others as inactive; ? = inconclusive; · = no result given.

SMILES	Vif imaging	aDG glyco up	CaV13 ICDI inh	PDI inh	m5-HT2A agonist	ABCB6 inh 2	N-glyco inh	MC4R antagonist	Cardio protect	MC4R barr agon
CCCS(=O)(=O)NC(=O)C1(C)CCCN(C(=O)c2nc3ccccc3s2)C1 (stereo unspecified)	0	-0.1	-4	5	1	104	1	3	0	-0.3
CCOC(=O)C1(C)CCN1C(=O)c1cccc2ccccc12 (stereo unspecified)	·	-0.1	-5	0	-3	110	0	2	0	-1.1
COc1ccc(Cl)cc1NC(=O)COc1ccc(S(=O)(=O)N2CCOCC2)cc1C	7	0.0	-4	1	5	97	0	8	-1	-0.3
CC(=O)c1ccc(C(=O)N2CCCC(Nc3ccc(C(C)C)cc3)C2)s1 (stereo unspecified)	-6	-0.3	-7	6	0	102	1	17	0	1.4
O=[N+]([O-])c1ccc(Oc2ccc(F)cc2)c2ccncc12	-5	0.1	0	5	-8	86	-10	-10	-3	-0.9
CC1CCCCN1CCNC(=O)c1ccc2c(c1)N(Cc1cccc(Cl)c1)C(=O)c1ccccc1S2(=O)=O (stereo unspecified)	?	1.7	-5	7	1	94	-4	10	-8	0.6
COc1ccccc1OCCNC(=O)C1CCN(C(C)=O)CC1	0	-0.2	-7	-7	4	103	0	19	8	1.9
CCOP(=O)(OCC)C(Nc1ccccc1)c1cccnc1 (stereo unspecified)	11	-0.1	3	8	2	95	0	-2	-3	-0.1
O=C(CCl)Nc1cccc(Oc2ccccc2)c1	-3	0.0	-9	11	1	95	4	-5	-8	8.9*
Cc1ccc(-c2sc(C(=O)NN)c(C)c2C#N)cc1	-6	-0.1	2	-1	-1	97	-1	-11	0	-2.5
Cc1cccc(N(CC(=O)NCC2CCCO2)C(=O)CCC(=O)Nc2nccs2)c1 (stereo unspecified)	-3	-0.1	-7	8	8	97	-1	16	6	0.3
CS(=O)(=O)N(CC(=O)Nc1cc(Cl)ccc1Cl)c1ccccc1Cl	-7	0.2	-6	-2	-3	99	0	-2	2	2.1
CCN(CC)C(=O)c1ccc(/C=C/c2c[nH]c3ccccc23)[n+](C)c1	3	0.4	-10	2	-4	199	1	-19	0	-0.4
CC(C)(C(=O)N1CCC1(C)C(=O)NS(=O)(=O)c1ccc(Br)cc1)c1ccccc1 (stereo unspecified)	10	-0.2	-4	-4	1	99	2	18	5	-0.2
O=C(CCn1c(=O)sc2ccccc21)Nc1nc2ccccc2s1	-3	0.3	-7	4	-5	107	0	-2	41	5.4
CC(OC(=O)CNC(=O)c1ccc(F)cc1)C(=O)Nc1ccc(S(=O)(=O)N2CCOCC2)cc1 (stereo unspecified)	-1	0.2	-7	-1	-5	98	2	1	-4	-2.2
Cc1ccc(Nc2nc(N)c([N+](=O)[O-])c(NCc3ccco3)n2)cc1	-6	-0.2	-3	0	-7	100	-2	-6	-26	8.1
COc1cc2c(cc1OC)C(C(=O)O)C(c1ccc(C)o1)N(C)C2=O (stereo unspecified)	·	-0.2	-5	13	-1	93	2	0	6	0.9
Cc1[nH]c(SCC(=O)Nc2cc(C(N)=O)cc(C(N)=O)c2)nc1Cc1ccccc1	-2	-0.1	-5	8	-5	98	-2	7	1	-2.5
O=[N+]([O-])c1ccc(-c2nnc(-c3ccccc3)c(NCCCO)n2)cc1	-4	-0.2	-6	-7	1	97	3	5	-2	-2.3
COc1ccccc1NC(=O)COc1ccc(C(F)(F)F)cc1[N+](=O)[O-]	·	0.0	·	-6	-1	101	0	-2	1	-0.9
OCC1CCCN(C(=S)Nc2ccc(Oc3ccccc3)cc2)C1 (stereo unspecified)	-15	0.9	-6	22	-3	98	1	2	-18	0.4
CCCCN1C(=O)C(CC(=O)NCCCCc2ccccc2)CC(C(=O)N2CCCCCC2)=C1C (stereo unspecified)	·	-0.5	-13	·	-5	99	·	·	·	·
Cc1c(C(=O)Nc2ccc(C(=O)O)cc2)cnn1C	-6	0.0	·	4	1	110	0	10	3	-2.4
CN(c1ccccc1)S(=O)(=O)c1cccc(C(=O)Nc2nn[nH]n2)c1	-4	-0.1	9	-3	1	95	1	7	4	0.5
O=C(COc1ccc(Cl)cc1)Nc1c(-c2cccs2)nc2ccccn12	0	-0.1	-15	-3	-4	98	-1	4	3	-1.8
CCn1c(CNC(=O)COc2ccc(C(C)C)cc2)nnc1SCC(=O)NC1CCCCC1C (stereo unspecified)	-17	-0.3	-5	1	-2	91	5	-1	0	-1.2
CCOP(=O)(OCC)/C(C#N)=C/c1ccc(-c2ccc(F)cc2F)o1	-4	-0.2	-11	11	-7	94	-2	15	-2	1.4
CCN1CCN(CC(=O)N2N=C(c3cccs3)CC2c2ccc(OC)cc2)C(=O)C1=O (stereo unspecified)	0	1.7	-7	0	0	97	3	14	-1	-0.9
S=c1[nH]nc(-c2ccco2)n1/N=C/c1ccc(Cl)c(Cl)c1	-19	-0.1	-4	-13	1	99	1	-8	-7	-0.9
Cn1c(=O)c([N+](=O)[O-])c(NCC(O)c2ccccc2)c2ccccc21 (stereo unspecified)	-8	0.1	-4	10	1	94	-2	-1	4	-2.2
Cc1cc(NC(=O)C(C)SCC(=O)Nc2ccc(Br)cc2Br)no1 (stereo unspecified)	-4	0.6	-5	15	1	100	0	1	-5	-1.7
Cc1ccc(Nc2nc(N)nc(CN3CCN(C)CC3)n2)cc1	-7	-0.3	-3	10	-1	84	0	-7	2	-1.4
CN(C)S(=O)(=O)c1cccc(NC(=O)COc2ccc(C(=O)c3ccccc3)cc2)c1	-1	0.3	-3	-5	6	93	12	17	-16	-2.7
CCN(C[C@H]1N[C@@](Cc2ccccc2)(C(=O)OC)[C@H]2C(=O)N(C)C(=O)[C@@H]12)C(=O)Nc1ccc(F)cc1	-5	0.4	-4	0	-4	107	3	7	4	-1.3
CCOC(=O)c1ccccc1NC(=O)c1n[nH]c(=O)c2ccccc12	0	-0.1	-4	12	0	86	-1	-4	-10	-2.4
CC(OC(=O)c1ccc([N+](=O)[O-])o1)C(=O)Nc1nc(-c2ccc(F)c(F)c2)cs1 (stereo unspecified)	-13	-0.2	-3	-14	1	99	-2	-2	15	1.0
O=C(Nc1ccccc1)c1cccc(S(=O)(=O)NC2CCCC2)c1	-12	0.1	-6	-7	3	101	1	3	-9	-3.9
N#Cc1ccc(-c2ccc(F)cc2)nc1Sc1ccc(F)cc1	4	-0.1	-5	-6	-1	98	-2	0	-8	1.3
NC(=O)CC(NC(=O)Cc1cccc2ccccc12)c1ccc(NCCc2ccc(F)cc2)c([N+](=O)[O-])c1 (stereo unspecified)	·	-0.2	-7	7	-8	97	10	2	-1	0.0
O=C(Nc1nnc(C2CC2)s1)C1COc2ccccc2O1 (stereo unspecified)	-7	-0.4	1	-3	0	100	-11	-6	-7	-0.2
O=C(NCCc1ccccc1)c1ccnc(/C=N/O)c1	3	-0.1	-8	17	-2	99	-4	3	1	0.3
CCc1c(C)sc(NC(=O)c2cc(-c3cc(OC)ccc3OC)on2)c1C#N	0	0.4	-10	1	2	101	-5	10	-10	2.4
Nc1c(C(=O)NC2CC2)c2nc3ccccc3nc2n1-c1ccc2c(c1)OCO2	-1	-0.1	·	11	12	96	4	5	77*	1.4
CC(=O)c1ccc(NC(=O)C2CCN(S(=O)(=O)c3ccc4c(c3)N(C(C)=O)CCO4)CC2)cc1	16	0.3	-7	5	2	98	1	6	11	-1.6
CS(=O)(=O)c1ccc(C(=O)Nc2cc(S(C)(=O)=O)ccc2Cl)cc1	8	-0.2	-20	6	2	101	0	3	4	-1.7
Nc1cnn(C2CCCO2)c(=O)n1 (stereo unspecified)	6	-0.2	·	8	-2	89	3	4	13	-2.0
O=C(Nc1nncs1)c1cc(-c2ccco2)nc2ccccc12	8	-0.1	-6	6	2	101	2	-4	2	-1.5
CCOC(=O)c1c(CCl)nc2ccccc2c1-c1ccccc1	-7	0.0	-5	6	-2	95	-1	24	-6	-0.5
C=C(C)C(=O)Nc1cccc(C2=NOC3(C2)C[C@H](C(N)=O)N(C(=O)C(c2ccccc2)c2ccccc2)C3)c1 (stereo partly specified)	6	0.1	·	4	6	101	8	-7	2	0.3
O=C(COC(=O)c1ccccc1C(=O)c1ccccc1)NCCc1ccc(Cl)cc1Cl	11	0.1	-4	-1	-8	100	-3	11	-9	3.6
COc1ccc(NC(=S)NC2CCCCCC2)c(OC)c1	6	-0.1	-4	5	-1	97	-2	-1	-4	-3.1
CC(NC(=O)CNC(=O)c1ccccc1F)c1ccc(-n2ccnc2)cc1 (stereo unspecified)	0	-0.2	-22	14	4	97	1	5	10	-0.7
O=C(Nc1ccccc1)Nc1ccc(S(=O)(=O)N2CCCCC2)cc1	-3	1.0	·	5	-5	92	-4	9	-17	1.5
CNc1oc(-c2ccc(C)cc2)nc1P(=O)(c1ccccc1)c1ccccc1	0	0.0	-6	8	5	88	-3	-5	8	-0.8
CC1CC(C)CN(C(=O)C(Cc2ccccc2)n2cccc2)C1 (stereo unspecified)	-3	-0.1	-1	6	-2	96	-1	-5	-1	1.1
Nc1ccc(N2CCCCC2)c(Cl)c1	-1	-0.1	2	2	0	107	-1	6	-4	-0.2
CCc1ccc(NC(=O)CCn2cccc2)cc1	33	2.8	-4	2	-5	99	0	5	-3	-4.4
Cc1ccccc1S(=O)(=O)N(C)C[C@H]1OCc2cn(nn2)CCCC(=O)N([C@@H](C)CO)C[C@@H]1C	·	-0.3	-5	·	6	98	-4	·	3	·
O=S1c2ccccc2Nc2ccccc21	·	0.0	-11	-4	4	96	1	4	-3	0.9

Later entries:
SMILES	Vif imaging	aDG glyco up	CaV13 ICDI inh	PDI inh	m5-HT2A agonist	ABCB6 inh 2	N-glyco inh	MC4R antagonist	Cardio protect	MC4R barr agon
CN(C)/C=N/n1cnc2ccccc2c1=O	11	0.2	-5	5	1	99	2	1	-1	-0.3
CCc1ccc(NS(=O)(=O)c2cc3c(cc2C)n(C)c(=O)c(=O)n3C)cc1	-7	0.2	-41	·	3	95	-1	23	-33	-0.2
O=C(/C=C/c1ccco1)Oc1cc(Br)cc(/C=N/NC(=O)c2ccccc2O)c1	3	0.4	-3	1	-7	97	-10	0	19	1.7
CC(CN1CCCC(C(N)=O)C1)c1ccccc1 (stereo unspecified)	-6	0.2	-11	1	3	103	1	-5	4	0.9
CC(C)Cn1c(=O)n(C)c(=O)c2[nH]cnc21	-14	0.1	-5	5	-2	101	2	-5	8	-0.3
